N370S GC = inhibits or activates N370S mutant glucocerebrosidase; 330,000 compounds, 0.092% hits; AID 2101; N370S GC spleen homogenate, 4MU-glucoside fluorescence; Potency, µM (doses to about 59.4 µM), for the others: at the highest dose activity change, negative = inhibition, hits mostly inhibitors;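 further: 0% = full enzyme activity and -100% = no enzyme basal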
DT40 TDP1 no CPT = qHTS for Inhibitors of human tyrosyl-DNA phosphodiesterase 1 (TDP1): qHTS in cells in absence of CPT; DT40 Tdp1-/- hTDP1 cells, no CPT, ATP luminescence, 48 h; Potency, µM (series often up to 46.2 µM), without a hit: at the top dose activity change, negative = growth inhibition, hits mostly inhibitors; 420,000 compounds, 15% hits; AID 686978, 2013; further: nearly all actives have a fitted effect of over 55% in size
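Camptothecin absent (DMSO only). Human TDP1-complemented DT40 knockout cells, 400 cells/well, 37 °C for minimum 48 hr; ATP measured via CellTiter-Glo, 30 min dark incubation, luminescence.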
TDP1 inh = TDP1 (human) enzyme inhibition. Potency, µM (highest dose often 130 µM), for inactives: at the highest dose activity change, negative = inhibition, most hits filed as inhibitors. recombinant TDP1, AlphaScreen DNA substrate cleavage. 350,000 compounds, 0.28% hits. AID 485290. Q9NUW8; further: nearly all actives have a fitted effect of over 40% in size
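E. coli-derived human Tdp1, 1 nM final. Cpd preinc 15 min RT; substrate 15 nM final, 5 min RT; AS bead mix 10 ug/ml final, 10 min RT. Signal loss = tyrosine-FITC cleavage. No-enzyme wells = max signal.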
Active calls of the source: *; ? = inconclusive; . = no result given; & = joins results of further samples; [ ] = dose if it differs, or a comment. The call rests on the fitted dose curve; in most records, active means well fitted curve in the direction sought with a large enough effect; inconclusive means small, poorly fitted or top-dose-only effect, or another doubt; inactive means no such curve, though single readings can be large; an effect the other way counts as inactive or inconclusive. Unless noted, on the % scale 0 is the no-effect control and ±100 the full control effect; potency means the concentration at half of the fitted maximal effect. The list is partial. The share of hits here may be higher or lower than overall.

SMILES,N370S GC,DT40 TDP1 no CPT,TDP1 inh
Cc1ccccc1-n1ncc2c(SCC(=O)N3c4ccccc4CC3C)ncnc21 (configuration not stated),-2%,20µM*,2%
Cc1ccc2sc(N3CCN(C(=O)CCS(=O)(=O)c4ccc(F)cc4)CC3)nc2c1C,.,2.6µM*,0%
O=C(CN1CCC(C(=O)c2ccc(Cl)cc2)CC1)NC1CCCC1,-8%,23µM*,.
COc1ccc(C2CC(c3ccc(Cl)cc3)=NN2c2ccc(S(N)(=O)=O)cc2)cc1 (configuration not stated),.,?,-9%[56.1 µM]
O=C(O)CSC1=NC(=Nc2ccc(Cl)cc2)C2(CCCCC2)N1c1cccc(C(=O)O)c1,-2%,-11%,1%
CC(C)c1nnc(NC(=O)CCC(=O)N2CCN(c3ccccc3F)CC2)s1,1%,10%,2%
Nc1nc2ncc(=O)[nH]c2c(=O)[nH]1,29%,15µM*,9%[56.1 µM]
COC(=O)C1CCN(C(=O)COC(=O)CNS(=O)(=O)c2ccc(SC)c([N+](=O)[O-])c2)CC1,-19%,-1%,35µM*
FC(F)(F)c1cc(-c2ccco2)nc(N2CCN(Cc3ccccc3)CC2)n1,-3%,?,4%
Cc1nn(CC(=O)N2CCN(c3ccccc3)CC2)c(=O)c2ccccc12,6%,1%,.
CN(C)CCCC(C)(O)C(Cc1ccccc1)c1ccccc1 (configuration not stated),4%,21µM*,5%
Cn1c(CSCc2ccccc2)n[nH]c1=S,-11%,-20%,3%
O=C(NCc1ccc2c(c1)OCO2)C(=O)NCC1OCCCN1S(=O)(=O)c1cc(F)ccc1F (configuration not stated),-3%,1%,8%
COC(=O)N1CCC2(CCCN(c3cccc(-c4ccccc4)c3)C2)CC1,-2%,?,.
CS(=O)CCC(NS(=O)(=O)c1ccccc1)C(=O)O (configuration not stated),-9%,0%,8%
Nc1ccc(S(=O)(=O)Nc2nc3ccccc3o2)cc1,-10%,-4%,.
CCc1ccc(-c2nc(CN3CCC(C(=O)N4CCN(c5ccccc5)CC4)CC3)c(C)o2)cc1,-26%,16µM*,9%
CCc1cccc(NC(=O)C(Cc2ccccc2)NS(=O)(=O)c2ccc3c(c2)oc(=O)n3C)c1 (configuration not stated),.,-31%,3%
COc1ccc(CNc2nc3nc(C)cc(C)n3n2)cc1,-6%,-10%,3%
N#CC1=C(C2CC2)CC(c2ccccc2)C(C#N)=C1N (configuration not stated),7%,?,3%
O=C1c2cccnc2C(Nc2ccc(Br)cc2Br)N1Cc1cccs1 (configuration not stated),5%,.,5%
Cc1ccc(CN2CCSc3ccc(C(=O)NCC4CCCO4)cc32)cc1 (configuration not stated),?,?,7%
COc1ccccc1N(CC(=O)NCC1CCCO1)C(=O)CNS(=O)(=O)c1ccccc1 (configuration not stated),7%,4%,3%
CN(Cc1ccc(CNC[C@H]2O[C@@H](n3cnc4c(N)ncnc43)[C@H](O)[C@@H]2O)o1)S(C)(=O)=O,.,-14%,2%
CCOc1ccccc1C1C(C#N)=C(N)N(N(C)C)C2=C1C(=O)CCC2 (configuration not stated),-6%,-19%,.
CC(=O)Nc1ccc(OC(=O)N2CCCC2)cc1,-6%,2%,.
CC(=O)OCCc1c(C)nc2nc[nH]n2c1=O,-19%,0%,2%
CCc1cc(=O)oc2c(C)c(OC(C)C(=O)NC3CC(C)(C)NC(C)(C)C3)ccc12 (configuration not stated),-6%,8%,-4%
COc1ccc(/C=N/NC(=O)CCCOc2ccc(Cl)cc2Cl)cc1,5%,4%,-5%
COc1cc(C)nc(N2CCCC(C(=O)NC3CCC(C)CC3)C2)n1 (configuration not stated),-17%,-28%,2%
Cc1ccc(C(=O)Nc2nnc(C3=COCCO3)o2)cc1C,-13%,23µM*,4%
Cc1csc(NC(=O)C(F)(F)F)n1,2%,11%,-6%
CS(=O)(=O)N(CC(=O)N1CCCC1)c1cc(Cl)c(Cl)cc1Cl,9%,?,-2%
Cc1ccccc1NC(=O)COC(=O)/C=C/c1cccc(C(F)(F)F)c1,-9%,-6%,6%
O=C(NC1CCCC1)C(c1ccc(F)cc1)N(Cc1ccccc1Cl)C(=O)CCl (configuration not stated),-17%,3.3µM*,-1%
O=C(O)C1=C[C@@H](O)[C@@H](O)[C@H](O)C1,9%,-2%&-5%,12%[56.1 µM]
Cc1ccc(C)c(N2C(=O)CS/C2=N\NC(=O)c2ccccc2Cl)c1,2%,18%,-5%
O=C(Cc1ccc(NC(=O)N2CCCCc3ccccc32)cc1)Nc1ccccc1Br,.,21µM*,2%
Cc1ccc(C2/C=C\CC(NC(=O)OCC3c4ccccc4-c4ccccc43)CC(=O)N2Cc2ccccc2)cc1 (configuration not stated),.,16µM*,0%[56.1 µM]
Cc1ccc(C)c(N2CCN(C(=O)c3cn(CC(C)C)c(=O)c4c3c3ccccc3n4C)CC2)c1,.,23µM*,0%
COc1ccccc1CNC(=O)COn1nnc2ccc(S(=O)(=O)N3CCOCC3)cc21,-1%,-30%,0%
CCCCN(C(=O)CSCC(=O)Nc1ccc(C)cc1)c1c(N)n(Cc2ccccc2)c(=O)[nH]c1=O,-6%,2%,.
CCOc1ccc(C2N3CC4(C(C)C)CN2CC(C(C)C)(C3)C4=O)cc1OC (configuration not stated),.,?,7%
CCCOCCOC(=O)c1[nH]c2c(c1C)C(=O)CC(c1cc(OC)ccc1OC)C2 (configuration not stated),13%,5.8µM*,3%
COc1ccccc1-c1nnc2sc(-c3cnccn3)nn12,7%,-25%,-5%
O=C(c1ccco1)N1CCN(c2ccc(F)cc2)CC1,-4%,-26%,5%
C(=C/c1ccccc1)/c1ccccc1,1%,.,6%
COc1cc(C(=O)N2CCC(O)(c3ccccc3)CC2)cc(OC)c1OC,10%,-2%,3%
O=C(Nc1ccc2c(c1)OCO2)N1CCN(C(=O)C2CCCO2)CC1 (configuration not stated),4%,-3%,-2%
Cn1c(-c2ccc(F)cc2)cnc1NCc1cccc(F)c1,4%,18µM*,6%
COc1ccc(C(=O)N/N=C(\C)c2ccc(NC(=O)Cc3ccccc3)cc2)c(OC)c1,-1%,-7%,1%
CCCc1cc(=O)n2nc(N3CCC(C(=O)N4CCN(c5ccc(OC)cc5)CC4)CC3)sc2n1,3%,5.8µM*,2%
O=C(OCc1nc2ccsc2c(=O)[nH]1)c1ccc(Cl)s1,-3%,-10%,-7%
CC1(C)Oc2ccc(C#N)cc2[C@@H](OC2=CC(=O)CC2)[C@@H]1O,-3%&3%,2%[92.5 µM],-2%&-2%
O=[N+]([O-])c1ccc(N2CCN(c3ccc(O)cc3)CC2)c(Cl)c1,-6%,13µM*,8%
COc1ccc(-n2c(-c3ccccc3F)nc3c(cnn3-c3ccc(C)cc3)c2=O)cc1,.,13µM*,2%
Cc1cccc(N2CCN(C(=O)Cc3cn(C)c4ccccc34)CC2)c1C,-3%,?,-5%
CCCCCN(C(=O)CCC(=O)OCCOc1ccccc1Cl)c1c(N)n(CCCC)c(=O)[nH]c1=O,-10%,?,0%
N#Cc1cccc(-c2nc(Nc3ccncc3)c3ccccc3n2)c1,-3%,2.9µM*,7%[56.1 µM]
COc1ccc2oc(-c3ccc(C)c(NC(=O)c4sc5ccccc5c4Cl)c3)nc2c1,.,?,1%

Reprinted at random: 2 compounds from above, in no set order.
SMILES,N370S GC,DT40 TDP1 no CPT,TDP1 inh
CCCCCN(C(=O)CCC(=O)OCCOc1ccccc1Cl)c1c(N)n(CCCC)c(=O)[nH]c1=O,-10%,?,0%
Cn1c(-c2ccc(F)cc2)cnc1NCc1cccc(F)c1,4%,18µM*,6%

Following part:
SMILES,N370S GC,DT40 TDP1 no CPT,TDP1 inh
CCCCC12CN3CC(C)(CN(C1)C3c1ccc([N+](=O)[O-])o1)C2=O (configuration not stated),-3%,-11%,4%
CCCCCNC(=O)c1ccc2c(c1)ncn2-c1ccc(OC)cc1,-6%,?,.
O=C(O)C(Cc1ccc(Cl)cc1)Sc1nc2ccccc2[nH]1 (configuration not stated),-2%,1%,.
Cc1ccc(C2=NC(=O)/C(=C/c3cc(O)c(O)c(Br)c3)S2)cc1,-20%,16µM*,4%
Cc1ccc(S(=O)(=O)NCc2c(-c3ccccc3)c3cc(Cl)ccc3[nH]c2=O)cc1,5%,-21%,-2%
Cc1ccc(/C=C/C(=O)c2c(C)cc(C)[nH]c2=O)cc1,4%,11µM*,4%
COc1ccc(O)c(CN2CCC(n3nccc3NC(=O)C3CCCC3)CC2)c1,-11%,?,6%
CCc1nonc1NC(=O)COc1cc(C)c(Cl)c(C)c1,-14%,-13%,0%
COc1ccc(-c2csc(Nc3cccc(C)n3)n2)cc1,2%,?,5%
O=S(=O)(Nc1nc2ccccc2nc1-[n+]1cccc(N=C([O-])c2ccccc2Cl)c1)c1ccccc1,?,.,3%
COc1cccc(C2=NOC(C(=O)N3CCN(Cc4ccccc4)CC3)C2)c1OC (configuration not stated),5%,?,2%
Cc1ccnc2nc(C(=O)OCC(=O)NC3CCC(C)CC3)nn12 (configuration not stated),.,-3%,0%
Cc1ccc(NC(=S)N2CCN(S(C)(=O)=O)CC2)cc1C,-1%,23%,5%
Cc1ccc(N2C(N)=C(C#N)C(c3cc(CN4CCOCC4)cs3)C3=C2CC(C)(C)CC3=O)cc1 (configuration not stated),-1%,-21%,5%
COc1cc(NC(=O)COC(=O)c2n[nH]c3ccccc23)c(C)cc1[N+](=O)[O-],-4%,?,-3%
CCC(=O)N1CCc2cc(Br)cc(S(=O)(=O)CCC(=O)NCC3CCCO3)c21 (configuration not stated),17%,2%,-2%
CC(C)c1ccc(N(CC(=O)NC2CCCCC2)C(=O)CNC(=O)c2ccco2)cc1,0%,-12%,.
Cc1ccc(C(=O)NCCNS(=O)(=O)c2ccccc2)cn1,-7%,4%,-5%
Cc1ccc(NC(=O)COc2cccc(-n3cnnn3)c2)cc1S(=O)(=O)N1CCOCC1,.,23µM*,2%
Cc1[nH]nc(N=CC2=C(O)CC(c3ccco3)CC2=O)c1-c1ccc(Cl)cc1 (configuration not stated),3%,-23%,2%
Cc1noc(NS(=O)(=O)c2ccc(NC(=O)C(F)(F)F)cc2)c1C,-20%,18%,5%
CN(C(=O)CSc1ccccc1C(=O)O)C1CCCCC1,7%,-28%,-4%
CCCn1c(CN2CCN(C(=O)OCC)CC2)nc2cc(NC(C)=O)ccc21,-4%,16µM*,.
Cc1ccc(NS(=O)(=O)N2CCOCC2)cc1,-2%,-1%,5%
O=C(Nc1nnc(-c2cccs2)o1)c1cc(-c2ccccc2)nc2ccccc12,1%,15µM*,11%
CCCCCCCC(=O)NC1=NC(=O)C(C)(C)S1,0%,-27%,7%
COCCCNC(=O)CCc1nc2cccnc2n1Cc1ccc(OC)cc1,-8%,-4%,-1%
COc1ccc(-n2nc(C(=O)NCC(=O)Nc3cccc(Cl)c3)c3ccccc3c2=O)cc1,-7%,?,-1%
O=S(=O)(c1cccc(Cl)c1)N1CCSc2ccccc21,.,-4%,-9%
O=C(COC(=O)CNC(=O)c1ccc(Br)cc1)NCCC1=CCCCC1,10%,-6%,9%
CC(C)c1ccc(C(=O)NCCCN2CCOCC2)cc1,-4%,16%,2%
CC(=O)N1CCCC1c1nc2ccccc2n1Cc1cccc(C)c1 (configuration not stated),.,?,11%
O=C(NCCc1ccc(F)cc1)NC12CC3CC(CC(C3)C1)C2,16%,?,1%[56.1 µM]
COc1ccc(CNC(=O)CCNS(=O)(=O)c2ccc(C)cc2)cc1,-13%,-9%,3%
CC(=O)C(Cc1ccccc1)NC(=O)CN(C)Cc1ccccc1Cl (configuration not stated),-5%,?,14%

An excerpt from above in order of length of the SMILES, rising:
SMILES,N370S GC,DT40 TDP1 no CPT,TDP1 inh
CCCCCCCC(=O)NC1=NC(=O)C(C)(C)S1,0%,-27%,7%
CC(C)c1ccc(C(=O)NCCCN2CCOCC2)cc1,-4%,16%,2%
O=S(=O)(c1cccc(Cl)c1)N1CCSc2ccccc21,.,-4%,-9%
COCCCNC(=O)CCc1nc2cccnc2n1Cc1ccc(OC)cc1,-8%,-4%,-1%
CC(=O)C(Cc1ccccc1)NC(=O)CN(C)Cc1ccccc1Cl (configuration not stated),-5%,?,14%
COc1ccc(CNC(=O)CCNS(=O)(=O)c2ccc(C)cc2)cc1,-13%,-9%,3%
O=C(COC(=O)CNC(=O)c1ccc(Br)cc1)NCCC1=CCCCC1,10%,-6%,9%
